# Assay outcomes (PubChem BioAssay)
# PTHR1 ag = PTHR1 (human) receptor agonism; HEK293 GP2 PTHR1 cells, GloSensor cAMP luminescence, 1 h; Potency, µM (titrated, usually from 115 µM), for the others: top-dose activation, usual class: activators; actives 0.075% (n = 410,000); AID 743266; also: potency is read from the fitted curve at half-maximal effect; nearly all actives have a fitted effect of over 55% in size; some results filed as inactive show a strong effect at the top dose; inactives centre near -15; many of its hits are not listed in these tables
# Target sequence (Q03431 whole entry, looked up): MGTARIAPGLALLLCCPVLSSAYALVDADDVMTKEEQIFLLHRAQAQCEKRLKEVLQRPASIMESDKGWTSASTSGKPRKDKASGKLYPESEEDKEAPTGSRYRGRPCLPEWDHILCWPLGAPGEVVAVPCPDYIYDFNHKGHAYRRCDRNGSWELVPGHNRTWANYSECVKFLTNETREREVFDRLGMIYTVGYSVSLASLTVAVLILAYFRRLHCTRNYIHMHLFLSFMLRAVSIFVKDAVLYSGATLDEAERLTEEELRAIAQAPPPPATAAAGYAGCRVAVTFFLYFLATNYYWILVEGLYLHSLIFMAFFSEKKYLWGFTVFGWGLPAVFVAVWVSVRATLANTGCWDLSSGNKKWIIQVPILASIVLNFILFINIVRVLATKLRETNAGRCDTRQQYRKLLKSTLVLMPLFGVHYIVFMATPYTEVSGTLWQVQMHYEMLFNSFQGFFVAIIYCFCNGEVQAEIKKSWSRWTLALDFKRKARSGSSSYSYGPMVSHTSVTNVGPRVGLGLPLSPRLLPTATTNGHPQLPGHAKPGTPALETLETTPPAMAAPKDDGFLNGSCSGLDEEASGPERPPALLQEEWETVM
#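 HEK-293-derived GP2 cells expressing PTHR1 and a GloSensor cAMP reporter, 3,000/well, plated overnight, given luciferin plus IBMX (each 0.5 mM as added) for 1 h at 37 °C, then compound for 1 h at 37 °C. Luminescence was read after 15 min at room temperature.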
# EPAC2 ag = activates human EPAC2 exchange factor; Q8WZA2; EPAC2 activation, biochemical qHTS; response scale: 100% = 6.5 mM cAMP response; Potency, µM (highest dose often 154 µM), for the others: at the highest dose activation, actives largely listed as activators; actives 0.079% (n = 360,000); AID 720711; also: potency is read from the fitted curve at half-maximal effect; nearly all actives have a fitted effect of over 50% in size
#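 Each well held 100 nM EPAC2, 250 nM RAP1B-BODIPY-GDP and 50 uM GDP. Fluorescence, read at 5-min intervals to 30 min, was referenced to a 6.5 mM cAMP positive control.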
# DRD3 antagonist = antagonists of human D3 dopamine receptor; P35462; D3R cells, DiscoveRx beta-arrestin luminescence, antagonist mode; stronger effect = lower value; max response, negative = inhibition, %; actives 2.5% (n = 360,000); AID 652054; in the data active = max response below about -50%; inconclusive = no clear call, values can overlap the other calls; also: % is scaled to controls: 0 for no effect and ±100 for the full control effect; mostly tested at two doses, the higher about 12 µM
# Target sequence (P35462 whole entry, looked up): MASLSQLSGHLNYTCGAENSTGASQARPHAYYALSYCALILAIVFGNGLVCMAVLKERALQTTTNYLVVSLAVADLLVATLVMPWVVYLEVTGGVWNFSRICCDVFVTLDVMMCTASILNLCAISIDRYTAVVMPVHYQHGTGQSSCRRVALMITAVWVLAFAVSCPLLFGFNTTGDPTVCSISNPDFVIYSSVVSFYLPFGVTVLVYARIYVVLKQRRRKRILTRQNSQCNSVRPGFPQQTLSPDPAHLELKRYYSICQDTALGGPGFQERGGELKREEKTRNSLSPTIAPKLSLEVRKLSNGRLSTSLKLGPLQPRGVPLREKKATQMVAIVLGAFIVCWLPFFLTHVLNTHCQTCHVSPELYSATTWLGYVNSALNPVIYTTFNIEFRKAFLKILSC
#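 Cells expressing the human receptor were seeded at 1500 cells/well, incubated overnight at 37 degrees C in 5% CO2, then exposed to library compounds with dopamine controls for 90 minutes at 37 degrees C before luminescent detection.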
# Mm-Cpn inhibitor = M. maripaludis TRiC chaperonin inhibition | purified Mm-Cpn ATPase, ADP Transcreener TR-FRET | Potency, µM (highest dose often 76.9 µM), for inactives: top-dose activity, negative = inhibition, usual class: inhibitors | actives 0.031% (n = 330,000) | AID 504842; also: potency is read from the fitted curve at half-maximal effect; % is scaled to controls: 0 for no effect and ±100 for the full control effect; nearly all actives have a fitted effect of over 80% in size
#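 Measured: ADP formation by purified Mm-CPN. Conditions: 25 nM protein, 10 uM ATP, Tris pH 7.4 with Mg2+, K+ and DTT, 37°C for 30 min. Detection: Transcreener HTRF after 30 min at room temperature.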
# pAkt inh = inhibitors of Akt phosphorylation; Neuro2A IGF-stimulated pAkt S473 HTRF, 20 min; stronger effect = lower value; AID 651550; actives 0.32% (n = 360,000); activity change, % for hits at 50 µM; in the data active = activity change below about -80%; inconclusive = mostly about -51% to -80%; also: % is scaled to controls: 0 for no effect and ±100 for the full control effect
#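 Single-point screen (50 µM final compound) in Neuro2A cells stimulated 20 min with 6 nM IGF at 37 deg C. After lysis, Ser473-phosphorylated Akt read by HTRF (ex 330 nm, em 615/665 nm) as the 665/615 ratio.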
# EPAC2 antag = EPAC2 (human) antagonism | actives 0.18% (n = 360,000) | EPAC2 GEF exchange of Rap1B-BODIPY-GDP, fluorescence | Potency, µM (highest dose often 114 µM), for inactives: top-dose activity, negative = inhibition, most hits filed as inhibitors | AID 720708; also: potency is read from the fitted curve at half-maximal effect; % is scaled to controls: 0 for no effect and ±100 for the full control effect; nearly all actives have a fitted effect of over 45% in size; many of its hits are not listed in these tables
# DRD3 agonist = agonists of human D3 dopamine receptor; P35462; D3R DiscoveRx beta-arrestin cells, luminescence, 90 min; max activation, %; actives 0.58% (n = 410,000); AID 652048; in the data active = max activation above about 30%; also: 0% is about no effect; mostly tested at two doses, the higher about 12 µM
#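 Agonist mode: compounds and dopamine controls were applied to plated cells for 90 min at 37 degrees C after an overnight attachment at 1500 cells/well. Luminescent read-out followed 30 - 60 minutes at room temperature with DiscoveRx detection reagent.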
# CCT chaperon mod = changes cytosolic chaperonin activity. purified chaperonin ATPase assay, HTRF ADP detection, 30 min. activity change, % (test concentration not listed), hits read low. actives 0.3% (n = 360,000); in the data active = activity change below about -30%; also: % is scaled to controls: 0 for no effect and ±100 for the full control effect
#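 ATPase activity: ADP formed was measured by HTRF Transcreener (665/615 nm ratio) after 30 min at 37 deg C with 10 uM ATP. Compounds screened at one 76 uM concentration against 40 or 20 nM TRiC in Tris pH 7.4/KCl/MgCl2/DTT buffer.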
# Numbers without * were called inactive; i = inactive; ? = inconclusive; / = no result given; & = joins results of further samples; [ ] = dose if it differs, or a comment. Unless noted, calls follow the shape of the dose curve; as a rule, active = well fitted curve in the direction sought with a large enough effect; inconclusive = small, poorly fitted or top-dose-only effect, or another doubt; inactive = no such curve, though single readings can be large; an effect the other way counts as inactive or inconclusive. Only part of the results is shown, so the mix of outcomes need not match the whole.
1. Cc1cc(C)cc(N(CC(=O)N2CCOCC2)S(=O)(=O)c2ccccc2)c1
2. O=C(c1ccc(F)cc1)c1ccc(CN2C(=O)c3ccccc3C2=O)o1
3. CCCCC[C@H](C)N1C[C@H](COCc2ccccc2)Oc2cc(N3CCC[C@H]3CO)ccc2S1(=O)=O
4. Cc1[nH]nc(N)c1-c1ccc(Cl)cc1
5. S=C(NNC(=S)NC1CC2C=CC1C2)NC1CC2C=CC1C2 (stereo not drawn)
6. O=C(O)CSCC(=O)N1CCN(c2cc(C(F)(F)F)nc3ccccc23)CC1
7. CCCCS(=O)(=O)N1CCCC(C(=O)N2CCOCC2)C1 (stereo not drawn)
8. O=C(CC1NCCNC1=O)Nc1cccc([N+](=O)[O-])c1 (stereo not drawn)
9. C=C1CCC[C@]2(C)C[C@H]3OC(=O)C(CNCC(C)C)[C@H]3CC12 (stereo partly drawn)
10. O=C(CN1C(=O)NC2(CCc3ccccc3C2)C1=O)NCc1ccco1 (stereo not drawn)

Screen / compound no.	1	2	3	4	5	6	7	8	9	10
DRD3 agonist	2	-3	2	6	-8	-2	-3	1	-8	-2
EPAC2 ag	-1%	14%	-3%	5%	-4%	-3%	3%	14%	2%	-11%
DRD3 antagonist	2	1	10	-3	-8	6	0	?	?	15
Mm-Cpn inhibitor	2%	1%	/	-2%	2%	0%	0%	3%	2%	4%
PTHR1 ag	i	-19%	-42%[inhibitor]	i	-71%[inhibitor]	-15%	i	?	i	-21%
CCT chaperon mod	0.7	-0.8	-1.1	-3.4	-29	0.4	-4.8	0.4	-0.9	1.0
EPAC2 antag	-3%	-17%	-21%	0%	-1%	0%	8%	3%	7%	-2%
pAkt inh	i	i	i	i	i	i	i	i	i	i

# Copied from the list:
# Result for cpd 9 under CCT chaperon mod: -0.9
# Result for cpd 5 under CCT chaperon mod: -29
# Result for cpd 7 under EPAC2 ag: 3%
# Result for cpd 2 under CCT chaperon mod: -0.8
# Result for cpd 6 under DRD3 antagonist: 6

# 4 of the compounds above, with values under each structure:
# Results follow in this order: DRD3 agonist	EPAC2 ag	DRD3 antagonist	Mm-Cpn inhibitor	PTHR1 ag	CCT chaperon mod	EPAC2 antag	pAkt inh
2. O=C(c1ccc(F)cc1)c1ccc(CN2C(=O)c3ccccc3C2=O)o1
    -3	14%	1	1%	-19%	-0.8	-17%	i
3. CCCCC[C@H](C)N1C[C@H](COCc2ccccc2)Oc2cc(N3CCC[C@H]3CO)ccc2S1(=O)=O
    2	-3%	10	/	-42%[inhibitor]	-1.1	-21%	i
4. Cc1[nH]nc(N)c1-c1ccc(Cl)cc1
    6	5%	-3	-2%	i	-3.4	0%	i
5. S=C(NNC(=S)NC1CC2C=CC1C2)NC1CC2C=CC1C2 (stereo not drawn)
    -8	-4%	-8	2%	-71%[inhibitor]	-29	-1%	i

# New compounds follow:
11. CCc1c(Nc2ccccc2Cl)nc(N)[nH]c1=O
12. CCCCCCn1c(=O)c(Cc2ccccc2)c(O)c2ccccc21
13. Cc1ccc(NC(=O)CCCc2ccccc2)c([N+](=O)[O-])c1
14. COc1ccc(N(C)C(=O)Nc2ccc3c(c2)nnn3C)cc1
15. O=C(Cc1ccc2c(c1)OCCO2)N1CCN(S(=O)(=O)c2cccs2)CC1
16. CN1CCc2c(sc(NC(=O)CS(=O)(=O)c3ccccc3)c2C(N)=O)C1
17. CSCCCNC(=S)N1CCc2ccccc2C1
18. CC1CC(C)CN(CC(=O)Nc2ccc(S(N)(=O)=O)cc2)C1 (stereo not drawn)
19. O=c1[nH]c2c(s1)C(c1ccc(O)cc1)C1C3CCC(C3)C1S2 (stereo not drawn)
20. c1ccc(Nc2nc(N3CCCCC3)nc(N3CCNCC3)n2)cc1

Screen / compound no.	11	12	13	14	15	16	17	18	19	20
DRD3 agonist	-8	-7	-5	-15	-5	-17	-2	-16	2	-23
EPAC2 ag	8%	3%	11%	0%	6%	5%	-2%	13%	9%	5%
DRD3 antagonist	-17	-3	0	-9	-9	-21	3	26	-12	?
Mm-Cpn inhibitor	/	0%	1%	-4%	2%	-2%	1%	0%	0%	1%
PTHR1 ag	-25%	-5%	-1%	i	-4%	i	-20%	i	i	i
CCT chaperon mod	-1.1	-1.7	-0.9	-0.9	-4.0	-2.2	3.0	-1.6	0.8	-4.8
EPAC2 antag	11%	-30%	-6%	7%	6%	-6%	-8%	-12%	-7%	1%
pAkt inh	i	i	i	i	i	i	i	i	i	i

21. CCc1ccc(N2CC(C(=O)OCC(=O)c3c(N)n(CC(C)C)c(=O)n(C)c3=O)CC2=O)cc1 (stereo not drawn)
22. CO[C@H]1CC[C@@]2(C)[C@@H](CC[C@@H]3[C@@H]2CC[C@@]2(C)[C@H]3C[C@H](C(=O)O)O[C@]23CCCO3)C1
23. Cc1ccc(C2(C)NC(=O)N(CC(=O)N(Cc3ccccc3)C(C)(C)C)C2=O)cc1 (stereo not drawn)
24. Cc1ccc(C)c(S(=O)(=O)Nc2ccccc2C(=O)Nc2cc(C)on2)c1
25. Cc1ccc(NC(=O)Nc2cc(S(C)(=O)=O)ccc2Cl)cc1
26. COc1ccc(OC)c(NC(=O)C2CCCN(S(=O)(=O)c3ccc(-n4cnnn4)cc3)C2)c1 (stereo not drawn)
27. COc1ccc([N+](=O)[O-])cc1NC(=O)CCC(=O)c1cccs1
28. N#Cc1c(N2C(=O)Nc3ccccc3N2O)sc2c1CCCC2
29. CC1CCN(CCCNC(=O)C2CCN(S(=O)(=O)N3CCCCC3)CC2)CC1
30. CCOCc1nnc(NC(=O)c2c(-c3ccccc3)noc2C)s1

Screen / compound no.	21	22	23	24	25	26	27	28	29	30
DRD3 agonist	4	-16	28	3	-4	6	-10	1	-13	-20
EPAC2 ag	-9%	6%	-6%	2%	-6%	11%	8%	5%	12%	9%
DRD3 antagonist	11	6	19	-10	-10	48	-2	1	-18	-19
Mm-Cpn inhibitor	2%	1%	1%	0%	-2%	0%	-3%	-1%	3%	-1%
PTHR1 ag	i	-11%	i	-83%[inhibitor][57.5 µM]	-1%	i	0%	-10%	i	-18%
CCT chaperon mod	1.1	-0.6	-3.9	-5.3	-8.0	1.6	-1.0	-15	0.0	-0.6
EPAC2 antag	12%	-4%	-3%	?	10%	3%	-1%	-5%	-5%	-3%
pAkt inh	i	i	i	/	i	i	i	i	i	i

31. CCCCN(CCCC)Cc1ccc(C(=O)NNC(=O)Nc2ccc(Cl)cc2)o1
32. CC(C)OCCCNC(=O)c1ccccc1NC(=O)C1=CSCCO1
33. Cc1ccc(CNC(=O)CN(C)S(=O)(=O)c2cccs2)cc1
34. COc1cc(Cc2nc3ccccc3n2C(C)c2nc3ccccc3[nH]2)cc(OC)c1 (stereo not drawn)
35. O=C(O)C(c1ccccc1)C1(O)CCCCC1 (stereo not drawn)
36. Cc1[nH]c(C)c(S(=O)(=O)Nc2ccccc2)c1C(=O)N1CCCC1
37. COc1ccc(-c2oc3c(OC)c(OC)c(OC)c(O)c3c(=O)c2OC)cc1OC
38. CC(=O)NS(=O)(=O)c1ccc(NC(=O)c2ccc(S(=O)(=O)N3CCCC3)cc2)cc1
39. Oc1cccc(Nc2nc(NCC3CCCO3)c3ccccc3n2)c1 (stereo not drawn)
40. CCN(C(=O)CSc1ccc2ccccc2n1)C1CCS(=O)(=O)C1 (stereo not drawn)

Screen / compound no.	31	32	33	34	35	36	37	38	39	40
DRD3 agonist	2	-10	-2	-15	1	5	22	-3	-3	0
EPAC2 ag	-7%	9%	8%	2%	9%	-3%	-1%	11%	-5%	11%
DRD3 antagonist	4	-11	5	-19	10	0	51	?	0	-6
Mm-Cpn inhibitor	1%	-5%	2%	/	2%	1%	/	1%	-2%	-2%
PTHR1 ag	i	?	-25%	i	i	i	-9%	-43%	-12%	-20%
CCT chaperon mod	-0.3	2.9	3.0	/	2.0	-0.2	-5.8	-0.4	-3.5	-0.4
EPAC2 antag	-3%	7%	3%	4%	-1%	1%	-23%	-4%	-6%	0%
pAkt inh	i	i	i	i	i	i	i	i	i	i

41. O=C(N/N=C/c1ccc([N+](=O)[O-])o1)c1cc(-c2cccc(Br)c2)nc2ccccc12
42. O=C1CC(c2ccco2)CC(O)=C1C=NCC1CCNCC1 (stereo not drawn)
43. COc1ccc(CNC(=O)[C@@H](NC(=O)C2CCN(C(=O)[C@@H](N)Cc3ccccc3)CC2)C(C)C)cc1
44. Cc1ccc(S(=O)(=O)CCC(=O)OCC(=O)N2CCN(S(=O)(=O)c3ccccc3)CC2)cc1
45. Cn1nccc1C(=O)Nc1nnc(C2CC2)s1
46. O=C(Nc1ccc(Cl)cc1)c1nc[nH]c1C(=O)Nc1ccccc1F
47. O=C1CC(N2CCSCC2)C(=O)N1c1ccc(F)cc1 (stereo not drawn)
48. Cc1cc(NC(=O)CSCC(=O)Nc2cc(C(F)(F)F)ccc2N2CCCC2)no1
49. COc1ccc(CNC(=O)CN(Cc2ccc(F)cc2)C(=O)CCC(=O)Nc2nccs2)cc1
50. CCc1ccc(-c2cc(C)no2)cc1S(=O)(=O)Nc1ccc(C)cn1
51. COc1ccc(N(C(=O)c2cccnc2)S(=O)(=O)c2ccc(OC)c(OC)c2)cc1
52. C=C(C)Cn1c(N2CC(C)CC(C)C2)nc2c1c(=O)[nH]c(=O)n2C (stereo not drawn)
53. COc1ccc(S(=O)(=O)NCCc2ccco2)cc1OC

Screen / compound no.	41	42	43	44	45	46	47	48	49	50	51	52	53
DRD3 agonist	0	4	-19	0	1	-7	16	3	1	-2&5	4	-1	4
EPAC2 ag	5%	10%	0%	5%	0%	9%	6%	-3%	-8%	3%	5%	9%	7%
DRD3 antagonist	-13	8	4	-2	18	4	-3	-4	10	-11	16	-5	1
Mm-Cpn inhibitor	-1%	-1%	-4%	0%	3%	/	1%	1%	2%	0%	-3%	-1%	1%
PTHR1 ag	-13%	i	-15%	i	4%	-16%	-12%	-33%[inhibitor]	i	i	-22%	-15%	-23%
CCT chaperon mod	-2.8	2.5	2.9	1.4	0.5	-0.6	-2.8	-1.6	1.3	0.4	0.1	-0.9	2.7
EPAC2 antag	-3%	24%	8%	16%	5%	4%	0%	-4%	2%	-5%	-12%	-15%	0%
pAkt inh	i	i	i	i	i	i	i	i	i	i	i	i	i
